AmpC no deterg = AmpC beta-lactamase inhibition without detergent; AID 485341; hit rate 0.52% among 330,000; AmpC nitrocefin hydrolysis, absorbance 480 nm, 0.0001% Triton; Potency, µM (top dose mostly 57.1 µM), for the others: at the top dose activity change, negative = inhibition, usual class: inhibitors;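 note: potency is the fitted concentration of half-maximal effect; plate controls were no compound for no effect and no enzyme for full effect; nearly all actives have a fitted effect of over 20% in size; some results filed as inactive show a strong effect at the top dose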
Target sequence (P00811 whole entry, looked up): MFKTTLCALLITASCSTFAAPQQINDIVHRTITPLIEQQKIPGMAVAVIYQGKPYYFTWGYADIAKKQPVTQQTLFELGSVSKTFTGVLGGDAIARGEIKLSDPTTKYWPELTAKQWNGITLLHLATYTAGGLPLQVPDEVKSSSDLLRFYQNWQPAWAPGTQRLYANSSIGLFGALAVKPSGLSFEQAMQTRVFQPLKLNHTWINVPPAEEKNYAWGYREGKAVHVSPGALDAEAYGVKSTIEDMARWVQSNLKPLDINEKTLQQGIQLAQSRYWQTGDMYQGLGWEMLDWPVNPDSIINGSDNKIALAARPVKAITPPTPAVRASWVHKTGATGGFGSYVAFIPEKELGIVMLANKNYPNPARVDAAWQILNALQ
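20 mM phosphate pH 7.0 + 0.01% (detergent screen) or 0.0001% Triton X-100; 5.3 nM AmpC reagent; cpd preinc 15 min RT; nitrocefin (800 uM stock) to start; A480 q20 s × 4 min; Activity was normalised to no-enzyme and no-compound control wells.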
HCMV antiviral = human cytomegalovirus inhibition | HFF cells, HCMV-luciferase reporter, 72 h; active compounds read low | activity change, negative = inhibition, % at 57.5 µM | hit rate 4.5% among 410,000; in the data active = activity change below about -60%; inconclusive = no clear call, values can overlap the other calls; inactive = above about -39%
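Inhibition of viral replication was scored as loss of reporter luminescence in HFFs infected with HCMV-luciferase (MOI 1 PFU/cell) for 72 h; compounds tested at 2 doses, normalized to buffer and Salinomycin controls.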
AmpC detergent = AmpC beta-lactamase inhibition with detergent present. hit rate 0.041% among 370,000. P00811. AID 485294. AmpC hydrolysis of nitrocefin, absorbance 480 nm, 0.01% Triton. Potency, µM (doses to about 114 µM), for inactives: at the top dose activity change, negative = inhibition, hits mostly inhibitors;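 note: potency is the fitted concentration of half-maximal effect; 0% = no-compound wells and -100% = no-enzyme wells; nearly all actives have a fitted effect of over 25% in size; some results filed as inactive show a strong effect at the top dose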
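20 mM phosphate pH 7.0 + 0.01% (detergent screen) or 0.0001% Triton X-100; 5.3 nM AmpC reagent; cpd preinc 15 min RT; nitrocefin (800 uM stock) to start; A480 q20 s × 4 min; Activity was normalised to no-enzyme and no-compound control wells.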
Tb PYK inh = blocks Trypanosoma brucei pyruvate kinase; Q57TT1; TbPYK enzyme, Kinase-Glo Plus ATP luminescence, 45 min; Potency, µM (top dose mostly 76.8 µM), for the others: at the highest dose activity, negative = inhibition, most hits filed as inhibitors; hit rate 0.12% among 410,000; AID 624173; note: potency is the fitted concentration of half-maximal effect; nearly all actives have a fitted effect of over 50% in size
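Quantitative HTS: titrated library compounds versus trypanosomal pyruvate kinase in TEA buffer (pH 7.2) containing KCl, MgCl2, BSA and Tween-20. Reactions were initiated with ADP, 130 uM final. Kinase-Glo Plus luminescence was read after 45 min at RT.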
AMA1-RON2 inh = AMA1-RON2 (P. falciparum) interaction inhibition. AlphaScreen AMA1-biotinylated RON2 peptide binding. Potency, µM (doses to about 58.2 µM), inactives show at the highest dose activity change, negative = inhibition, usual class: inhibitors. hit rate 0.2% among 360,000. AID 720542;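 note: potency is the fitted concentration of half-maximal effect; 0% = vehicle wells and -100% = peptide control; nearly all actives have a fitted effect of over 45% in size; some results filed as inactive show a strong effect at the top dose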
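AMA1 (3D7) with his tag at 25 nM final met compounds first, then biotinylated RON2 peptide at 25 nM; detection used donor plus acceptor beads, 10 µg/mL apiece, read by AlphaScreen after 30 min at room temperature.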
Sm TGR inh = S. mansoni TGR enzyme inhibition. purified TGR, DTNB reduction, TNB absorbance 405 nm. hit rate 3% among 360,000. Potency, µM (doses to about 114 µM), inactives show at the top dose activity change, negative = inhibition, most hits filed as inhibitors. Q962Y6; note: potency is the fitted concentration of half-maximal effect; nearly all actives have a fitted effect of over 60% in size
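TGR 20 nM + NADPH 100 uM (dispensed conc.), cpd preinc 15 min RT; start with NADPH (500 uM addition) then DTNB (15 mM addition). Kinetic TNB absorbance, 405 nm filter. Four-parameter Hill fit across titration.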
LmPK inh = LmPK (Leishmania mexicana) enzyme inhibition; Q27686; purified LmPK, Kinase-Glo ATP luminescence, 1 h; Potency, µM (doses to about 57.5 µM), inactives show top-dose activity change, negative = inhibition, actives largely listed as inhibitors; hit rate 0.37% among 290,000; AID 1721; note: potency is the fitted concentration of half-maximal effect
Target sequence (Q27686 whole entry, looked up): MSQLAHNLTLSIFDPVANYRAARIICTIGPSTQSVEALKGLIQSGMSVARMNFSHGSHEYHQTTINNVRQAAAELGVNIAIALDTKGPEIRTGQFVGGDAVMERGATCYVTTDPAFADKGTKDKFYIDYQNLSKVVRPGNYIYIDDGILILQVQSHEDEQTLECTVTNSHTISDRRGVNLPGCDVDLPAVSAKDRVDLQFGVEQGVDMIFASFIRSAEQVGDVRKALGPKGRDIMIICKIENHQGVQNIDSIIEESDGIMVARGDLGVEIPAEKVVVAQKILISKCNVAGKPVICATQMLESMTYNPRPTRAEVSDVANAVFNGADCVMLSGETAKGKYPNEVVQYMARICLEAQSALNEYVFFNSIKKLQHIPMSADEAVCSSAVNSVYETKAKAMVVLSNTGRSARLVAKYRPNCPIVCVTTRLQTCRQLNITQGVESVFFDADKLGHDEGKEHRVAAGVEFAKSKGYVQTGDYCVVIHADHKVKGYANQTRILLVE
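0.1 nM LmPK, 0.5 mM PEP, 0.1 mM ADP; 50 mM imidazole pH 7.2, 7 mM MgCl2, 50 mM KCl; 1 h RT. Kinase-Glo luminescence readout, normalized to no-enzyme (full inhibition) and uninhibited wells.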
Numbers without * were called inactive; ? = inconclusive; . = no result given; [ ] = another dose, or the depositor's remark. Unless noted, calls come from the whole dose curve; as a rule, active = well fitted curve in the direction sought with a large enough effect; inconclusive = small, poorly fitted or top-dose-only effect, or another doubt; inactive = no such curve, though single readings can be large; an effect the other way counts as inactive or inconclusive. Unless noted, % is set by controls: 0 for no effect and ±100 for the full control effect.

SMILES	AmpC no deterg	HCMV antiviral	AmpC detergent	Tb PYK inh	AMA1-RON2 inh	Sm TGR inh	LmPK inh
COC(=O)/C(=C\c1c[nH]c2ccccc12)NC(C)=O	-2%	31	-8%	-1%	-10%	-9%	-2%
COc1cc2[nH]c(=O)n(CCCC(=O)N3CC=C(c4ccccc4)CC3)c(=O)c2cc1OC	29%	9	?	7%	-5%	-23%	-2%
CCn1nc(C)c([N+](=O)[O-])c1C(=O)NNC(=O)c1ccc(Cl)cc1	-23%	18	10%	4%	70%[activator]	14%	-3%
NC(=O)c1c(NC(=O)CSc2nnc(Cc3ccccc3)n2Cc2ccco2)sc2c1CCC2	-21%	?	-8%	-7%	-6%	25µM*	6%
CCC(c1nnnn1-c1ccc2c(c1)OCCO2)N1CCN(CCN2CCOCC2)CC1 (stereo not given)	.	41	.	0%	2%	.	.
COCCCn1c(SCc2cccc(Cl)c2)nc2c(sc3ccccc32)c1=O	.	14	-6%	7%	.	-2%	.
O=C(Cc1ccsc1)Nc1ccc(Cl)cc1Cl	-19%	-26	0%	-2%	22%	9%	-10%
Oc1ccc(C[C@@H]2CNCCN2CC2(c3ccccc3)CC2)cc1	-9%	30	?	-1%	4%	-11%	.
CCn1c(SCC(=O)Nc2ccc3c(c2)n(C)c(=O)n3C)nnc1-c1ccncc1	20%	87	-3%	-4%	7%	-7%	-7%
Cc1cc(C(=O)COC(=O)C2=NNC(=O)CC2)c(C)n1-c1ccc(OC(F)F)cc1	36%	-29	-3%	5%	-10%	-4%	8%
COc1cc(NC(=O)C2CC(=O)N(CCc3ccc(F)cc3)C2)cc(OC)c1OC (stereo not given)	27%	27	0%	-1%	6%	-10%	4%
COc1ccccc1NC(=O)c1c(C)cc(C)nc1SCC(=O)Nc1cccc(C)c1	.	-9	12%	0%	.	-1%	.
O=C(c1cc2cc(Cl)ccc2oc1=O)N1CCCC1	-4%	8	?	-1%	-2%	-18%	6%
FC(F)(F)c1ccc(C2[C@H]3CN(Cc4ccc(-c5ccccc5)cc4)[C@H](c4ccccc4)C34CC2(c2cccnc2)C4)cc1 (stereo not given in full)	-12%	?	2%	0%	32%[activator]	-4%	1%
COc1cccc(CN2CCN(S(=O)(=O)c3ccccc3)CC2)c1OC	.	5	.	-10%	-27%	.	.
CCOC(=O)c1[nH]cnc1C(=O)Nc1ccccc1C	-25%	-21	?	3%	86%[activator]	7%	1%
COc1ccc(-n2cc(CN(C)C3CCOCC3)c(-c3cccc(F)c3)n2)cc1	91%[activator]	-24	7%	1%	-15%	1%	5%
Cc1cccc(OCCOC(=O)CN2C(=O)NC3(CCCC3)C2=O)c1	29%	-12	-2%	-5%	0%	-18%	.
COC(=O)C1=C(CS(=O)(=O)c2ccc(Cl)cc2)NC(=O)NC1c1ccc(O)cc1 (stereo not given)	-38%	-14	-11%	44%[activator]	1%	3%	1%
CN(C)CCCNC(=O)C[C@H]1C[C@H](C(=O)N2CCCCC2)[C@@]2(C)c3[nH]c4ccc(Cl)cc4c3CCN2C1=O	161%[activator]	-9	.	0%	-8%	.	.
CC(CCc1ccccc1)NC(=O)/C=C/c1ccc(F)cc1 (stereo not given)	5%	.	4%	.	.	0%	-2%
COc1ccc(-c2csc(C(O)c3ccc(F)c(F)c3)n2)cc1 (stereo not given)	.	-8	.	-3%	11%	.	.
Cc1cc(C(=O)OCC(=O)N2c3ccccc3CC2C)c(C)o1 (stereo not given)	?	4	5%	4%	-5%	25µM*	1%
COCN(C#N)c1nc(N(C)C)nc(N(C)C)n1	-10%	3	4%	-1%	6%	7%	-7%
Cc1nn2c(C)c(C(=O)NCCc3ccccc3)cnc2c1-c1ccccc1	.	18	3%	5%	.	2%	.

New compounds follow:
SMILES	AmpC no deterg	HCMV antiviral	AmpC detergent	Tb PYK inh	AMA1-RON2 inh	Sm TGR inh	LmPK inh
Cc1c(-c2ccccc2)nc(-c2ccccc2)[nH]c1=O	2%	?	?	27%	-13%	-1%	-2%
COc1cccc(-c2nc(S(=O)(=O)c3ccccc3)c(N3CCC(C)CC3)o2)c1	.	5	27%	-3%	.	-24%	.
COC(=O)CNc1nc(Cl)nc(Nc2ccc(C)cc2)n1	-12%	-33	-7%	-3%	-1%	-3%	1%
CCOc1cccc2cc(-c3csc(NC(=O)CCC(=O)NCCCN4CCC(C)CC4)n3)c(=O)oc12	-26%	.	-1%	.	.	-15%	-2%
CC(C)(C)C(=O)COC(=O)c1ccc2c(c1)C(=O)N(Cc1ccco1)C2=O	4%	0	3%	-2%	-27%	-24%	2%
CCCc1c(C)c2ccccc2[nH]c1=O	-38%	66	?	-1%	-14%	-29%	8%
Nn1c(C2CCC2)nc2cc(Cl)ccc2c1=O	-20%	-21	-12%	2%	3%	0%	0%
CCC(C)NC(=O)CNC(=O)c1nn(-c2ccc(OC)c(Cl)c2)c(=O)c2ccccc12 (stereo not given)	41%	32	0%	1%	2%	-2%	1%
Cc1ccc(C)c(CN2C(=O)c3ccccc3S(=O)c3ccc(C(=O)N4CCOCC4)cc32)c1 (stereo not given)	.	10	-9%	-16%	.	-17%	.
COc1ccc2c(c1)CCCC21NC(=O)NC1=O (stereo not given)	-12%	-34	?	2%	2%	0%	-3%
CC(C)NC(=O)c1sc2nc(-c3cccs3)cc(-c3cccs3)c2c1N	-4%	?	-1%	-8%	78%[activator]	-5%	1%
Cc1ccc(-n2c(SCc3ccccc3)nc3c([nH]c4ccccc43)c2=O)cc1	.	-5	0%	-6%	.	5%	.
Cc1ccc(C(=O)N2CCc3cc(CNS(=O)(=O)c4ccc(Cl)s4)ccc32)cc1	.	-9	12%	2%	.	6%	.
CC(C)c1ccc(CNC(=O)C2CCCN2S(=O)(=O)c2ccccc2)cc1 (stereo not given)	62%[activator]	9	?	0%	0%	28%	6%
O=C1Nc2ccccc2C(O)(C(=O)NCc2ccco2)N1c1ccc(Cl)c(Cl)c1 (stereo not given)	-28%	.	?	-15%	-8%	-21%	3%
Cc1ccc(C)c(NC(=O)CN(C)S(=O)(=O)c2ccc3c(c2)CCC(=O)N3)c1	.	12	1%	2%	.	3%	.
N#CN=C(c1ccccc1)c1ccccc1	-29%	3	-10%	7%	-3%	5%	-3%
CSc1ncnc2c1ncn2CCCN1CCN(Cc2c(C)cc(C)cc2C)CC1	.	30	.	1%	-13%	.	.
COc1ccc(-n2cc(C(=O)O)c(=O)cc2C)cc1	-20%	-7	-1%	-4%	-11%	-26%	-2%
CCOc1ccc(CN2C(=O)c3ccccc3C2C(=O)NCc2cccnc2)cc1 (stereo not given)	-9%	20	-15%	0%	-10%	-2%	-16%
C/C(=N/O)c1ccccn1	-12%	20	?	-1%	117%[activator]	56%[activator]	4%
COC(=O)C(C)(C(=O)OC)c1ccccc1[N+](=O)[O-]	-7%	24	10%	-7%	2%	-2%	8%
CC(C)(C)OC(=O)C[C@H]1C/C=C\C[C@@H](CC(=O)N[C@H](CO)Cc2ccccc2)C(=O)NCCOC1=O	67%[activator]	9	.	-3%	-3%	.	.
O=C(NCCN1CCC(n2c(=O)[nH]c3ccccc32)CC1)c1cc(F)cc(F)c1	.	-27	.	5%	9%	.	.
Cc1c(Cl)c([N+](=O)[O-])nn1CCCC(=O)Nc1sc2c(c1C(N)=O)CCC(C)C2 (stereo not given)	-15%	-24	-6%	-2%	-8%	-3%	2%

Retrieved by structure from the entries so far, 5 records:
SMILES	AmpC no deterg	HCMV antiviral	AmpC detergent	Tb PYK inh	AMA1-RON2 inh	Sm TGR inh	LmPK inh
Cc1ccc(C)c(NC(=O)CN(C)S(=O)(=O)c2ccc3c(c2)CCC(=O)N3)c1	.	12	1%	2%	.	3%	.
COc1cc2[nH]c(=O)n(CCCC(=O)N3CC=C(c4ccccc4)CC3)c(=O)c2cc1OC	29%	9	?	7%	-5%	-23%	-2%
COc1ccc2c(c1)CCCC21NC(=O)NC1=O (stereo not given)	-12%	-34	?	2%	2%	0%	-3%
C/C(=N/O)c1ccccn1	-12%	20	?	-1%	117%[activator]	56%[activator]	4%
CCn1nc(C)c([N+](=O)[O-])c1C(=O)NNC(=O)c1ccc(Cl)cc1	-23%	18	10%	4%	70%[activator]	14%	-3%

Continued.
SMILES	AmpC no deterg	HCMV antiviral	AmpC detergent	Tb PYK inh	AMA1-RON2 inh	Sm TGR inh	LmPK inh
CCOC(=O)Cc1cn(C(=O)OC(C)(C)C)c2ccccc12	-1%	4	1%	-5%	14%	-23%	.
Cc1nn(Cc2ccc(Cl)cc2Cl)c(C)c1NC(=O)NC12CC3CC(CC(C3)C1)C2	17%	-3	0%	2%	-15%	-1%	7%
CC(C)C(=O)Nc1cc2c3c(c1)CCN3C(=O)CC2	-48%	-24	-13%	11%	-3%	3%	-6%
O=C(Cc1cccs1)Nc1cccc(-c2nnc(-c3ccco3)o2)c1	-49%	?	3%	2%	-1%	0%	14%
Cc1ccc(C(C)NC(=O)c2c(C)noc2C)cc1C (stereo not given)	-10%	-28	?	-2%	5%	-6%	1%
CC(=O)Oc1ccc(N2C(=O)C3C(C2=O)C(C(=O)c2ccc(Cl)cc2)N2CCCC32)cc1 (stereo not given)	-4%	-33	-1%	-28%	-7%	20µM*	1%
COc1ccc(C(=O)Nn2c(C)ccc2C)cc1OC	33%	19	-9%	0%	83%[activator]	?	1%
CCn1c(Cc2ccccc2)nnc1SCC(=O)c1cccc([N+](=O)[O-])c1	30%	-1	?	3%	-6%	3%	3%
CCOc1ccc(N(CC(=O)NCc2ccccc2)S(=O)(=O)c2c(C)noc2C)cc1	13%	-32	-7%	0%	3%	2%	12%
O=C(CSc1nnc(NC(=O)c2ccccc2)s1)NCc1ccco1	-17%	37	-5%	1%	-1%	-24%	-10%
COc1ccc(-c2noc(CCC(=O)Nc3cccnc3)n2)cc1OC	-7%	5	-9%	-11%	-2%	0%	3%
COCCn1cnc2c1c(=O)n(CC(=O)NCC(F)(F)F)c(=O)n2Cc1ccccc1	-4%	-25	-1%	4%	-6%	-1%	-2%
CN(C(=O)c1cccc(NC(=O)C2CCN(C(=O)OC(C)(C)C)CC2)c1)C1CCCCC1	150%[activator]	-9	.	1%	2%	.	.
CCCCOc1ccc(CNC(=O)Cc2ccc(NC(=O)N3CCSc4ncccc43)cc2)cc1	.	0	-9%	-14%[15.4 µM]	.	-6%	.
CNC(=O)c1cc2cccc(OC)c2oc1=O	-4%	-27	?	1%	0%	-13%	1%
Cc1nc(Sc2ccccc2)c(C#N)c(C)c1[N+](=O)[O-]	-47%	-103*	-5%	2%	-27%	-19%	8%

From PubChem BioAssay
